# KDM5B inhibitor = Primary screen for KDM5B Histone Demethylases FDH-coupled qHTS; KDM5B demethylase, FDH-coupled NADH fluorescence (FDH is formaldehyde dehydrogenase); Potency, µM (top dose mostly 57.7 µM), inactives show top-dose activity change, negative = inhibition, most hits filed as inhibitors; 2.6% of 220,000 active; active = well fitted inhibition curve with a large enough effect; inconclusive = small, poorly fitted or top-dose-only effect; inactive = no such curve, though single readings can be large or run the other way; note: 0% is about no effect; nearly all actives have a fitted effect of over 70% in size
#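 Measured: NADH fluorescence change, 30 min, RT. System: KDM5BΔAP 200 nM final, H3K4me3 peptide, α-KG, Fe(II), ascorbate, NAD⁺ plus FDH, pH 7.5 HEPES. Compounds: titrated, 10 min pre-incubation with enzyme.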
# The depositor's hits bear a star; i = inactive; ? = inconclusive; & = joins results of further samples; [ ] = remark or other dose. Potency is the fitted concentration of half-maximal effect. A portion of the library; the hit share may differ from the screen's.
compound | KDM5B inhibitor
Cc1cc2n(n1)CCC(=O)N2Cc1ccc(C(=O)Nc2ccc(Br)c(C)c2)cc1 | ?
Cc1ccc(/C=N/NC(=O)C2CC2)o1 | 8%
COCC1CN(C(C)=O)CC12CCN(Cc1ccc(F)c(F)c1)CC2 (stereo not given) | -29%
CCc1c(C(=O)Nc2ccc(OC)cc2OC)csc1C | 24%
COC(=O)CC(NC(=O)Cc1ccccc1Cl)c1cccs1 (stereo not given) | 1%
CCOc1ccc(-n2nc(CO)c(C(=O)NCc3ccccn3)n2)cc1 | ?
NC(=O)C1CN(CC(=O)Nc2ccccc2Sc2ccc(Cl)cc2)c2ccccc2O1 (stereo not given) | 16%
COc1ccc(-c2nc3c(C(C)(C)C)cc(C(C)(C)C)c(O)c3o2)cc1OC | ?
CS(=O)(=O)N1CCC(C2CCN(C(=O)c3ccn[nH]3)C2)CC1 (stereo not given) | -5%
Cc1ccc(-n2nc(C)c([C@@H]3C=C[C@@H](NC(=O)NCc4ccccc4)C3)c2C)cc1Cl | -15%[86.2 µM]
CC(C)NC(=O)[C@@H]1C[C@H](N)CN1C(=O)c1ccc(-n2cnnn2)cc1 | 23%
Cc1ccc(C(=O)NC2C3CC4CC(C3)CC2C4)c(Cl)c1 (stereo not given) | 20%
Cc1cc(SCc2ccc(Cl)c(Cl)c2)nc2ccc(F)cc12 | 10%
Cc1noc(-c2ccc(OC3CN(C(=O)NCc4ccc(F)cc4)C3)cc2)n1 | -13%
CCC(CC)C(=O)Nc1ccc2nc(SCC(=O)N3CCCC3)sc2c1 | ?
Cc1nc2cc(NC(C)C(=O)Nc3ccc(C(C)C)cc3)ccc2o1 (stereo not given) | ?
COc1ccccc1OCC(=O)NC1CC(=O)N(c2ccc3c(c2)OCCO3)C1 (stereo not given) | -16%
CCOC(=O)c1cnc2c(C)cc(C)cc2c1Nc1cccc([N+](=O)[O-])c1 | 5%
Cc1ccccc1Nc1c(-c2ccncc2)nc2ccc(Cl)cn12 | ?
CCc1ccc(NC(=O)CN2CCN(Cc3ccccc3)S2(=O)=O)cc1 | -13%
C[C@@H]1CN(C(=O)CCc2ccc(F)cc2F)C[C@@]1(O)C1CCC1 | 23%
Cc1nc2nc(N)nn2c(C)c1CC(=O)NC(C)C1CC1 (stereo not given) | -1%
O=C(Cc1c[nH]c2ccccc12)Nc1nc2ccc(Cl)cc2s1 | 14%
CCc1nc2ccccc2n1CCCCOc1cccc(C)c1 | ?
O=C(c1cc2ccccc2oc1=O)N(Cc1ccc(C(F)(F)F)cc1)C1CC1 | -12%
O=C(O)CCC(=O)N1Cc2ccccc2CC2(CCN(Cc3cccnc3)C2)C1 (stereo not given) | 2%[115 µM]
CNC(=O)[C@@H]1CN(C(=O)c2n[nH]c3ccccc23)C[C@H]1c1n[nH]c(C)n1 | -9%
CCOC(=O)C1CCN(S(=O)(=O)c2ccc(N3CCCCS3(=O)=O)cc2)CC1 | -16%
C[C@@H](NC(=O)C1CCCCC1)c1onc(-c2ccc(Cl)cc2)c1C(=O)O | -20%[86.2 µM]
COC(=O)c1ccccc1NC(=O)CCCS(=O)(=O)c1nc(-c2ccccc2OC)cc(C(F)(F)F)n1 | -17%
O=C1NC2(CCN(C(=O)c3ccccc3)C2)N=C1c1cccnc1 (stereo not given) | 7%[86.2 µM]
CCCCCCn1c(SCCc2ccccc2)nc2c1c(=O)[nH]c(=O)n2C | 7%
O=C(c1cc2cc(Br)cc(Br)c2oc1=O)N1CCc2ccccc2C1 | 8%
CN(Cc1ccccc1)Cc1cn([C@H]2CO[C@H]3[C@@H]2OC[C@@H]3NS(=O)(=O)Cc2ccccc2)nn1 | -38%
CN(Cc1cncs1)C1CCCc2ccccc21 (stereo not given) | -36%[86.2 µM]
CCOc1cccc(CC(=O)NCc2ccc3c(c2)CCN3C(=O)c2cccc(C)c2)c1OCC | -29%
O=C(Nc1ccc(CC23CC4CC(CC(C4)C2)C3)cc1)c1ccc(F)cc1 | 14%
CC(=O)N1CCN(c2cccc(C=O)c2)C(=O)C1 | -2%[149 µM]
C[S+](=O)([O-])NC1CC2(CCN(C(=O)c3ccccc3)CC2)c2ccccc21 (stereo not given) | 16%[115 µM]
O=C(Cn1c(=O)n2nc(-c3cccc(F)c3)nc2c2ccccc21)N1CCN(c2ccc(F)cc2)CC1 | -7%
O=C([C@@H]1C[C@H](Oc2ccccc2)CN1C(=O)CCc1c[nH]c2ccccc12)N1CCOCC1 | 18%
Cc1cc(NC(=S)NCCc2ccccc2)ccc1Br | 1%
O=C(Nc1ccc2c(c1)OCCO2)N1CCC2(CC1)CC(Cc1nc(-c3cnccn3)no1)CCO2 (stereo not given) | 23%
CCOC(=O)CCNC(=O)N1c2ccccc2CC1c1nc(C2CC2)no1 (stereo not given) | -21%
COc1cccc2cc(C(=O)OCC(=O)c3ccc(C)cc3)c(=O)oc12 | 22%
Cn1c(=O)c2c(ncn2CC(=O)Nc2ccc(C34CC5CC(CC(C5)C3)C4)cc2)n(C)c1=O | -12%
O=C(NCc1ccccc1)C12CC3CC(CC(Cl)(C3)C1)C2 | 29%
O=C(CSc1nnnn1C1CC1)N1CCN(S(=O)(=O)c2ccc3c(c2)CCC3)CC1 | 11%
Cc1nc(-c2c3n(c(=O)n(CC(=O)Nc4cc(Cl)ccc4C)c2=O)CCCCC3)no1 | -9%
Cc1noc(C)c1-c1cc2cc(CO)oc2c(N2CCN(c3ccccn3)CC2)n1 | ?
COCCNC(=O)C(=O)Nc1ccc2nc3n(c(=O)c2c1)CCCCC3 | -10%
COc1ccccc1NC(=O)N1CCc2cc(OC)c(OC)cc2C1CNC(C)=O (stereo not given) | 3%
CCN1c2cc(C(=O)N3CCN(C4CCCCC4)CC3)ccc2C(=O)N2CCCCC21 (stereo not given) | ?
O=S(=O)(c1cccc(F)c1)N1CC(c2nnc(-c3ccncc3)o2)C2(CCOCC2)C1 (stereo not given) | -6%
O=C(Cn1cccc1-c1nc(-c2ccccc2)no1)N1CCN(c2ccccc2)CC1 | -7%
COc1ccnc(-c2nnc3ccc(N(C)c4ccccc4)nn23)c1 | -34%[86.2 µM]
CCCCC(=O)NC1CCN(c2cnn(Cc3ccccc3)c(=O)c2)CC1 | 6%
Cc1nc([C@@H]2CN(C(=O)Cc3cccnc3)C[C@H]2C(N)=O)n[nH]1 | -9%
CCn1c(N2CCN(Cc3ccc(Br)cc3)CC2)nc2c1c(=O)[nH]c(=O)n2C | 18%
COc1ccc(NCc2cccn2-c2nnc(N3CCOCC3)s2)c(OC)c1 | -26%

# 2 entries from above, with the structure last:
KDM5B inhibitor | mol
-10% | COCCNC(=O)C(=O)Nc1ccc2nc3n(c(=O)c2c1)CCCCC3
3% | COc1ccccc1NC(=O)N1CCc2cc(OC)c(OC)cc2C1CNC(C)=O (stereo not given)

# (next part)
compound | KDM5B inhibitor
Cc1cc(Br)ccc1-n1cccc1C=O | 0%
Cc1cc(C)c2oc(C(=O)Nc3ccc(S(=O)(=O)Nc4ncccn4)cc3)cc(=O)c2c1 | 16%&1%
COc1ccc(S(=O)(=O)N(CC(=O)N2CCN(C)CC2)c2ccc(C)cc2)cc1Br | -4%
CC(=O)Nc1ccc2c(c1)nc1n2[C@@H](CNC(=O)c2ccccc2)COC1 | -29%[86.2 µM]
CNc1c(NC(=O)NCc2ccc(F)cc2)c(=O)oc2ccccc12 | 7%
O=C(Nc1ccccc1C(=O)N1CCN(C(c2ccccc2)c2ccccc2)CC1)C1CC1 | -6%
CCOC(=O)N1CCN(S(=O)(=O)N2CCCC(C(=O)NCc3cc(Br)ccc3OC)C2)CC1 (stereo not given) | ?
O=[S+]([O-])(c1cccs1)N1CCc2nc(-c3ccc(Cl)cc3)nc(-c3ccccc3)c2C1 | ?
CCCOC(=O)c1ccc(NC(=O)CC(C)(C(=O)O)c2ccccc2)cc1 (stereo not given) | 25%
CCCSCCCNC(=O)CS(=O)(=O)Cc1nc(-c2ccc(C)cc2)oc1C | 10%
CCN(C(=O)COC(=O)c1nc2nc(C)cc(C)n2n1)C1CCS(=O)(=O)C1 (stereo not given) | -1%
CC(=O)c1cccc(NC(=O)c2cc3c(s2)-c2c(C)cccc2OC3)c1 | -75%
Cc1ccc(CNC(=O)C2Cn3cccc3C(=O)N2)o1 (stereo not given) | -3%
COc1ccc(CNC(=O)c2cc(C(C)C)nc3onc(C)c23)cc1OC | -13%
COc1cccc(-c2cc3c(=O)n(CCNC(=O)Cc4ccccc4C)ccn3n2)c1 | -39%
CN(C)C[C@@H]1CN(Cc2ccccn2)C[C@H]1NC(=O)c1ccc(Cl)cc1 | -22%
CCCN1CCC(N(C)C(=O)NCc2ccccc2F)CC1 | 0%
Cc1ccccc1C(=O)NC1CCN(C(C)C)CC1 | 22%
O=C(Nc1c(C(=O)Nc2ccc(F)cc2)oc2ccccc12)c1cc2ccccc2o1 | ?
Cc1cccc(-n2ncc3c(N4CCCCCC4)ncnc32)c1 | ?
Cc1ccc(Cn2c(=O)n(CCc3ccccc3)c(=O)c3sc4ccccc4c32)cc1 | -5%
Cc1nc2c(c(-c3ccc(Cl)cc3)n1)CCN(C(=O)c1ccccc1C)CC2 | -8%
O=C(NC[C@H]1Cn2c(-c3ccc(F)cc3)cnc2CO1)c1cccnc1 | 14%[86.2 µM]
COC(=O)c1ccccc1NC(=O)c1cc(CN2CCOCC2)on1 | -21%
CCCC(C)NC(=O)c1ccc2c(c1)NC(=O)CS2 (stereo not given) | 16%
O=C(Nc1ccc2nc(SCC(=O)N3CCc4ccccc43)sc2c1)c1cccc(F)c1 | i
Cc1nc(C(C)C)sc1C(=O)N(C)Cc1cc(C2CC2)n[nH]1 | 9%
O=C(NCC1CCCO1)C1CCCN(S(=O)(=O)c2ccc(Br)cc2)C1 (stereo not given) | 19%
C=CCCC(CN1CCSCC1)Oc1nccc(C)n1 (stereo not given) | -11%
COc1ccc2c(CN3CCN(c4ccc(F)cc4)CC3)cc(=O)oc2c1 | -23%
CN1CCCCCCN(S(=O)(=O)c2cccs2)[C@H]2CCC[C@H]2C1=O | 15%
COc1ccc(NC(C)=O)cc1NC(=O)CNc1ccc(C)cc1Cl | -8%
COc1ccc(CCNC(=O)CCn2ccn3nc4c(c3c2=O)CCCC4)cc1OC | 8%
CNc1c(NC(=O)Nc2ccc(F)cc2F)c(=O)oc2ccccc12 | 4%
CC(C)(O)CCc1ccc(C(=O)N2CCOc3ccc(Cl)cc3C2)cc1 | -21%
Cc1ccn2c(=O)cc(COc3ccccc3NC(=O)Nc3ccccc3F)nc2c1 | -16%
COc1ccccc1CNC(=O)c1cccc(Nc2nc3ccccc3n3nnnc23)c1 | i
COc1ccc(-c2nc(-c3ccccc3)c(-c3ccc(F)cc3)[nH]2)c(OC)c1C | ?
COc1ccc(CC(=O)NCCc2csc(-c3cccc(F)c3)n2)cc1OC | -2%
CCCn1cc(-c2ccncc2)cc1C(=O)Nc1ccccc1C | -8%
Cc1ccc(-n2nc(N3CCN(S(=O)(=O)c4cccc5nsnc45)CC3)ccc2=O)cc1 | -17%
Cc1ccc(CN2CC[C@H]3C(=O)NCCCCCN(Cc4cccnc4)[C@@H]3C2)o1 | -25%
CC(C)(C)c1cc(CC2(NCc3ccc(Cl)cc3)COC2)no1 | -15%[86.2 µM]
Cc1ccc(-n2cccn2)c(-c2nccn2-c2ccc(C(N)=O)cc2)c1 | ?
Cc1ccccc1-n1cnnc1SCC(=O)Nc1ccccc1C(=O)NCCc1ccccc1 | 3%
Cn1ccnc1CNC(=O)C[C@@H]1C[C@H]2O[C@H](CNCc3ccccc3C(F)(F)F)[C@@H](O)[C@H]2O1 | -4%
O=C(Nc1ccc([C@H]2OCC(=O)N(C3CCOCC3)[C@@H]2CO)cc1)c1ccc(F)c(Cl)c1 | 10%
CCOC(=O)c1c(NC(=O)CSc2cn(CCNC(=O)c3ccccc3F)c3ccccc23)sc2c1CCC2 | -11%

# Shown as labelled records: part of the list above
CCOC(=O)c1cnc2c(C)cc(C)cc2c1Nc1cccc([N+](=O)[O-])c1
  KDM5B inhibitor: 5%
CCc1nc2ccccc2n1CCCCOc1cccc(C)c1
  KDM5B inhibitor: ?
Cc1ccc(-n2nc(C)c([C@@H]3C=C[C@@H](NC(=O)NCc4ccccc4)C3)c2C)cc1Cl
  KDM5B inhibitor: -15%[86.2 µM]
CCCN1CCC(N(C)C(=O)NCc2ccccc2F)CC1
  KDM5B inhibitor: 0%

# Carrying on:
compound | KDM5B inhibitor
O=C(COC(=O)C12CC3CC(CC(Cl)(C3)C1)C2)Nc1cccc([N+](=O)[O-])c1 | -16%
O=C(NCc1ccnc2[nH]ccc12)c1ccccc1 | -7%[86.2 µM]
Cc1ccc(NC(=O)N2CCC3(CC2)Oc2ccccc2C(=O)N3Cc2ccc(F)cc2)cc1 | 4%&-9%
O=[N+]([O-])c1cccc(/C=N/N=C(c2ccccc2)c2ccccc2)c1 | -17%
CNc1cc(C)nc(N2CCN(Cc3cccc(OC)c3)C(CCO)C2)n1 (stereo not given) | -4%
CCc1ccccc1NC(=O)CN(Cc1ccccc1)S(=O)(=O)c1ccc2nc(C)sc2c1 | 11%
O=C(Cc1cccc(F)c1)NCc1nnc2ccc(-c3ccc(F)cc3)nn12 | ?
COc1nc(C(=O)NC2(c3ccccc3)CCC2)cc2ccccc12 | -3%
Cn1nccc1C(=O)N1CCCCCCNC(=O)[C@@H]2C[C@@H](c3nc(-c4cccnc4)no3)C[C@@H]21 | 11%
CCOC(=O)c1cc2c(=O)n3ccccc3nc2n(Cc2ccco2)c1=NC(=O)c1cccc(Br)c1 | ?

# Screens (PubChem)
